IDE cell inh: human IDE inhibitors in live cells, primary screen, fluorescence polarization, HEK cells, FAbetaB substrate. 0.41% of 320,000 active. FAbetaB cleavage. AID 434962, 2010. Insulin-degrading enzyme (Homo sapiens), P14735. inhibition, % at 5.59 µM;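 active means percent inhibition above the average of all tested compounds plus 3 SD, set per screening campaign, cut at about 16% in these data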;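 further: IDE supplied by intact live HEK cells; FP after avidin binding of uncleaved biotin substrate so inhibition keeps polarization high; 0% = DMSO wells and 100% = 60 µM reference IDE inhibitor Ii1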
MEKK3 PB1 HTS: modulators of MEKK3-MEK5 PB1 binding, primary screen, biochemical, wildtype MEKK3, multiplex bead flow cytometry, Alexa488-MEK5; Mitogen-activated protein kinase kinase kinase 3 (Homo sapiens), Q99759; bead-based flow cytometry, Alexa488-MEK5 binding to MEKK3; actives lie on both sides; 0 = blocked by unlabeled MEK5, 100 = vehicle; binding response (% of control), % at 10 µM; 1.4% of 290,000 active; AID 1529, 2009;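 active means binding response more than 3 SD above or below the average of its plate-row segment, actives on both sides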;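 further: Alexa488 bead fluorescence after subtracting the streptavidin-only scavenger bead signal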
IDE cell activ: human IDE activators in live cells, primary screen, fluorescence polarization, HEK cells, FAbeta-B substrate; FAbeta-B cleavage; 0% vehicle, 100% cell-free pure enzyme wells; activation, % at 5.96 µM; 0.073% of 340,000 active;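 active means activation above the mean of all tested compounds plus 3 SD, set per screening campaign, cut at about 17% in these data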
CRFBP-R2 block: antagonists of CRF-BP/CRF-R2 complex, primary screen, cell-based, HEK293, calcium dye fluorescence, uHTS. inhibition, % at 11.8 µM. CRF-induced calcium fluorescence. 0.59% of 350,000 active;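 active means inhibition of the ligand-induced calcium signal above about 50% at the single tested concentration, limit read from the data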
GalR3 antagonist: GalR3 antagonists in HEK293 cells, primary screen, cell-based, fluorescence readout; HEK293 GalR3-CNG cAMP membrane potential fluorescence; galR3 body fused to GalR1 C-terminus; inhibition, % at 3 µM; 0.44% of 360,000 active;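 active means inhibition above the screen-wide average plus 3 SD, cut at about 13% in these data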;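 further: forskolin and galanin both at EC90 stimulate the cells; cAMP rise reported by CNG channel membrane potential dye signal; 0% = forskolin plus galanin with DMSO and 100% = forskolin alone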
Target sequence (O60755 1-299 limits assumed): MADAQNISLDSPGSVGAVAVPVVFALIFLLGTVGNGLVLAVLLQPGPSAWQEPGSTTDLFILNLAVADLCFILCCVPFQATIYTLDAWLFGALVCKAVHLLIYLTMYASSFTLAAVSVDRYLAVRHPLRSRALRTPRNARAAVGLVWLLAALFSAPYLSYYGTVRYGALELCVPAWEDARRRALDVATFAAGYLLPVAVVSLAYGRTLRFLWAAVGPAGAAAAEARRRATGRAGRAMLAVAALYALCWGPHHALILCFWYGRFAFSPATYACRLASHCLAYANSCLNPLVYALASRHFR
pCIP destab: p/CIP-EGFP fusion destabilizers, primary screen, fluorescence, F442A cells; 0.01% of 290,000 active; 16 h; AID 1984, 2009; Q05BA5; decrease of EGFP signal, % at 10 µM;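 active means EGFP signal decrease of at least 30% at 10 µM or well 3 SD below plate mean, unless failing retest; inactive means the rest, including hits failing retest or dose response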; further: some compounds called inactive have numbers as strong as hits; many of its hits are not listed in these tables
CRFR2-BP ag: agonists of CRF-BP/CRF-R2 complex, primary screen, cell-based, HEK293, calcium dye fluorescence, uHTS; calcium dye fluorescence (FLIPR); percent of saturating CRF peptide response; CRF-binding protein / CRF receptor 2 complex (human); AID 588473, 2011; activation, % at 13.2 µM; 0.46% of 350,000 active;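 active means activation of at least 50%, plus an integration ratio under a set limit after plate pattern correction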;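 further: plate controls were neutral control wells without compound for no effect and CRF at EC100 for full effect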
M4 PAM: human M4 muscarinic receptor positive allosteric modulators, primary screen, CHO-K1 cells, Fluo-8 calcium fluorescence | Muscarinic acetylcholine receptor M4 (Homo sapiens), P08173 | CHO-K1 hM4/Gqi5, ACh EC20; 0% = ACh EC20, 100% = maximal ACh | activation, % at 3 µM | AID 624126, 2012 | 0.4% of 360,000 active;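 active means activation above its plate's cutoff, the mean activation of sample wells plus 3 SD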; further: some results filed as inactive read as strong as hits
Target sequence (P08173 whole entry, looked up): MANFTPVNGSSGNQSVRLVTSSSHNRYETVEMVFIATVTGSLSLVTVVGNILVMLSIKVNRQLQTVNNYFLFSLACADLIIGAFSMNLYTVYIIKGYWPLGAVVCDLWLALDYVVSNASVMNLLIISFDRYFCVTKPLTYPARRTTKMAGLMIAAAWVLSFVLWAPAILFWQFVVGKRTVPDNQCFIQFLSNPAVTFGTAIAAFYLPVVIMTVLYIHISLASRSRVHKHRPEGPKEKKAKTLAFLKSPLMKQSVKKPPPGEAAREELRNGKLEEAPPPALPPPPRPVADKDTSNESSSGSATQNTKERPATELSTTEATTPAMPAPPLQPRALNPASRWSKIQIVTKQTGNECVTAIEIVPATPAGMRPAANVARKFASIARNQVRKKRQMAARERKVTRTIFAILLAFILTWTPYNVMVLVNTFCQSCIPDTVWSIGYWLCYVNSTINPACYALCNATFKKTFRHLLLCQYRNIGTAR
PHOSPHO1 inh: PubChem AID 1565 | Phosphoethanolamine/phosphocholine phosphatase (Homo sapiens), Q8TCT1 | recombinant PHOSPHO1, absorbance phosphatase assay | inhibition, % at 13.3 µM | 1.1% of 290,000 active; in the data active means inhibition above about 60%
Target sequence (Q8TCT1 whole entry, looked up): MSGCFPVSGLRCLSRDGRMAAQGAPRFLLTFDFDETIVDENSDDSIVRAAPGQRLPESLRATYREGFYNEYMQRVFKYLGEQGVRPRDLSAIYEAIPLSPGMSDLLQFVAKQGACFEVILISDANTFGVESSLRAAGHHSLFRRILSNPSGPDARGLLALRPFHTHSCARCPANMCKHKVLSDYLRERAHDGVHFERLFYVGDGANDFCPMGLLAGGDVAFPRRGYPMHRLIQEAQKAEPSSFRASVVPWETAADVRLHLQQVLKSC
An asterisk follows results filed as active; . = no result given. Compounds as they come. About 4.2% of those tested had a hit in this group.

SMILES | IDE cell inh | MEKK3 PB1 HTS | IDE cell activ | CRFBP-R2 block | GalR3 antagonist | pCIP destab | CRFR2-BP ag | M4 PAM | PHOSPHO1 inh
COc1c(C)cc(C(=O)C2CCCN(Cc3ccc(Oc4ncccn4)cc3)C2)cc1C (stereo unspecified) | -1 | 96 | 4 | -7 | -7 | -2 | 4.0 | -24 | 46
Cc1c(Cl)cccc1NC(=S)N(CCCN1CCOCC1)Cc1ccco1 | 3 | 88 | 1 | -13 | -5 | -5 | -3.8 | -16 | 8
CN(C1CCS(=O)(=O)C1)S(=O)(=O)c1cccc2nsnc12 (stereo unspecified) | -2 | 105 | -1 | -16 | -1 | -1 | 4.7 | 0 | -7
Cc1sc(NC(=O)c2ccccc2)c(C(=O)N2CCN(C)CC2)c1C | 6 | 103 | -1 | 8 | -2 | 0 | -0.4 | -5 | 28
Cc1cc(OCCCCOc2ccc(C#N)cc2)ccc1[N+](=O)[O-] | -2 | 89 | 2 | 4 | -11 | -7 | -1.1 | -7 | -10
O=c1c2ccccc2nc2n1C(CSc1ccccc1)CS2 (stereo unspecified) | 13 | 97 | -2 | 6 | -3 | 3 | 0.0 | -3 | 42
COCCN(C(=O)CCCC(=O)Nc1ccccn1)C(C(=O)NC1CCCCC1)c1ccc(C)cc1 (stereo unspecified) | 4 | 105 | 1 | -10 | -3 | -3 | 0.1 | -2 | 12
Cn1c(CCN2CCCCC2)nc2cc([N+](=O)[O-])ccc21 | 2 | 100 | 4 | 11 | -10 | -20 | 0.7 | 6 | 14
O=C(c1ccc(C(=O)N2CCN(c3ccccc3F)CC2)nc1)N1CCN(c2ccccc2F)CC1 | -2 | 104 | 0 | 6 | -4 | -8 | -1.8 | 9 | 24
CCNS(=O)(=O)c1ccc(NC(=O)c2ccc(Cn3cc(Br)cn3)o2)cc1 | 2 | 105 | 1 | 26 | -6 | 1 | -0.6 | -7 | -8
O=C(c1ccco1)N1CCN(S(=O)(=O)c2ccccc2)CC1 | 5 | 101 | 5 | 1 | -4 | 3 | 0.0 | 1 | 19
COc1ccc(N/C=C(/C(C)=O)c2ccccc2)cc1 | 1 | 84 | -2 | 23 | 4 | -7 | 38 | -3 | 43
CCN(CC)C(=O)c1[nH]cnc1C(=O)Nc1ccc(Cl)cc1 | -3 | . | 1 | 3 | 0 | . | -0.1 | 2 | .
C/C(=N/Nc1ccc(C(=O)O)cc1)c1ccc(O)c(O)c1O | -3 | 95 | 3 | 7 | 1 | 7 | -1.4 | 8 | -7
C/C=C/Cn1c(SCc2ccc(Cl)cc2)nc2c1c(=O)[nH]c(=O)n2C | 8 | 103 | 7 | -35 | 3 | -20 | -3.8 | 6 | 25
CC[C@]12c3[nH]c4ccccc4c3CCN1C(=O)C(CC(=O)NCc1cccc(C(F)(F)F)c1)C[C@@H]2C(=O)N1CCN(C(=O)c2ccco2)CC1 (stereo partly specified) | -1 | . | 4 | 20 | -6 | . | -2.9 | 4 | .
Cc1ccc(C)c(OCCC(=O)Nc2cccc(S(=O)(=O)N3CCCCC3)c2)c1 | -2 | . | 0 | -2 | -8 | . | 4.3 | -8 | .
Cc1cccc(-c2nc(CS(=O)CC(=O)NC3CCCCC3)c(C)o2)c1 (stereo unspecified) | -5 | 99 | 2 | -14 | -8 | -8 | -0.9 | -7 | 4
Nc1cc(Cl)nnc1Cl | . | 97 | 2 | 13 | -13 | 1 | -1.2 | -2 | 32
Cc1ccccc1Cn1cnc2c(oc3ccccc32)c1=O | -1 | 100 | 2 | 3 | -3 | 0 | -2.5 | 5 | 23
O=C(c1ccc(Cn2cnnn2)cc1)N1CCCC(Nc2ccc(F)c(F)c2)C1 (stereo unspecified) | -3 | 105 | 1 | 11 | 0 | 1 | -0.2 | -2 | 38
O=C(O)c1cc(-c2ccccc2Cl)n(-c2ccccc2)n1 | 2 | 100 | 3 | -1 | -6 | 3 | -0.4 | 7 | .
CC(C)(C(=O)Nc1nccs1)c1ccccc1 | 2 | 104 | 1 | 16 | -1 | 5 | -1.1 | -6 | 40
c1ccc(CCNc2ccc3c(c2)Cc2ccccc2-3)nc1 | . | . | -1 | -20 | -5 | . | -1.0 | 2 | .
O=C(C1CCC(=O)N(C2CC2)C1)N1CCC(Oc2cccc(C(F)(F)F)c2)CC1 (stereo unspecified) | . | 100 | -1 | 4 | -1 | -5 | -0.3 | -11 | 3
Cc1ccc(S(=O)(=O)CC(O)COc2ccc(F)cc2Cl)c(C)c1 (stereo unspecified) | 0 | 102 | 8 | -2 | -7 | -8 | -0.7 | -4 | 20
COc1ccc(CCN2C(=NC(C)=O)SC3CS(=O)(=O)CC32)cc1OC (stereo unspecified) | 3 | 103 | 4 | -12 | 1 | -5 | -0.8 | -11 | 32
C=CCOc1ccc2ccccc2c1/C=N/O | 3 | 109 | 5 | 22 | -6 | -2 | -0.9 | 0 | 8
CC(OC(=O)Cn1c(C(F)(F)F)nc2ccccc21)C(N)=O (stereo unspecified) | 0 | 104 | 0 | 18 | 0 | 4 | 3.2 | -2 | -38
O=C(O)CCCC(=O)OCc1c(-c2ccccc2)ncc2ccccc12 | -2 | . | -4 | -6 | -5 | . | 0.2 | 0 | .
CC(C)CCNC(=O)COC(=O)/C=C/c1ccc2ccccc2n1 | -7 | 108 | 3 | 11 | 0 | 9 | -0.1 | 0 | 16
Cc1c(C(=O)Nc2nc3ccccc3[nH]2)oc2ccccc12 | -5 | 94 | -5 | 4 | -3 | 3 | -6.5 | 12 | -9
Cc1ccc(C(=O)Oc2coc(CSc3nnc(NC(=O)c4cccs4)s3)cc2=O)cc1 | 3 | 88 | 3 | -4 | -1 | -11 | -2.3 | 1 | -11
COC(=O)c1cc(C(=O)N(Cc2ccccc2)c2ccccn2)cc([N+](=O)[O-])c1 | -1 | 108 | 4 | 4 | -4 | 3 | 0.9 | 3 | 14
NC(=O)c1ccc(-c2noc(-c3ccccc3F)n2)cc1 | 3 | . | 0 | -9 | -5 | . | -3.3 | -1 | .
N/C(=N\OC(=O)CC1CCCCC1)c1ccc(Br)cc1 | -1 | 101 | -8 | 2 | -6 | -26 | -0.1 | 1 | 32
O=C(CN1CCCCCC1)N/N=C/c1ccc2ccccc2c1 | . | 109 | 0 | -4 | -10 | 6 | 0.9 | 7 | -11
Cc1cc(C)nc(S/C=C/C(=O)c2ccc(F)cc2)n1 | 1 | 104 | . | . | . | -21 | . | . | 16
Cn1cccc1Cc1nnc(SCC(=O)Nc2cccc(F)c2)n1-c1ccc(F)cc1 | 3 | 95 | 1 | 4 | -1 | 8 | -0.8 | -4 | -9
O=C(O)CN1C(=O)C2C3C=CC(C3)C2C1=O (stereo unspecified) | 1 | 109 | -1 | 6 | -1 | -14 | -0.2 | -2 | 12
Cn1nnc2c[n+](CC(=O)c3ccc4ccccc4c3)cc(Br)c21 | 8 | 100 | -14 | -8 | -2 | -2 | 0.5 | -6 | 28
COc1ccc(NC(=O)CSc2ccc3nnc(-c4cccnc4)n3n2)cc1 | -5 | 98 | 2 | 7 | -3 | -6 | 0.2 | -2 | 58
CN1c2ccccc2C2(C)CCCC3=Cc4cc([N+](=O)[O-])cc([N+](=O)[O-])c4OC312 (stereo unspecified) | 2 | 99 | -4 | 29 | -2 | 6 | 13 | 0 | 8
C=CCNC(=O)Cn1c(=O)c2c(ncn2CCC(C)C)n(Cc2ccccc2)c1=O | 0 | 105 | 3 | -3 | -2 | 0 | -2.0 | 1 | 45
COc1ccccc1C1(O)CC2CCC(C1)N2S(=O)(=O)c1ccc(C(C)=O)cc1 (stereo unspecified) | 3 | 91 | 0 | 12 | 9 | -2 | -1.4 | -10 | -8

Some of these compounds in order of their number in pCIP destab, highest first.
SMILES | IDE cell inh | MEKK3 PB1 HTS | IDE cell activ | CRFBP-R2 block | GalR3 antagonist | pCIP destab | CRFR2-BP ag | M4 PAM | PHOSPHO1 inh
CC(C)CCNC(=O)COC(=O)/C=C/c1ccc2ccccc2n1 | -7 | 108 | 3 | 11 | 0 | 9 | -0.1 | 0 | 16
COc1ccccc1C1(O)CC2CCC(C1)N2S(=O)(=O)c1ccc(C(C)=O)cc1 (stereo unspecified) | 3 | 91 | 0 | 12 | 9 | -2 | -1.4 | -10 | -8
O=C(c1ccc(C(=O)N2CCN(c3ccccc3F)CC2)nc1)N1CCN(c2ccccc2F)CC1 | -2 | 104 | 0 | 6 | -4 | -8 | -1.8 | 9 | 24
Cc1ccc(C(=O)Oc2coc(CSc3nnc(NC(=O)c4cccs4)s3)cc2=O)cc1 | 3 | 88 | 3 | -4 | -1 | -11 | -2.3 | 1 | -11

The list continues:
SMILES | IDE cell inh | MEKK3 PB1 HTS | IDE cell activ | CRFBP-R2 block | GalR3 antagonist | pCIP destab | CRFR2-BP ag | M4 PAM | PHOSPHO1 inh
Cc1ccccc1NC(=O)C(=O)NCCCN1CCOCC1 | -5 | 96 | 1 | 7 | 1 | -14 | 0.5 | 3 | 9
CC(C)CCOc1ncnc2c1sc1nc3c(cc12)CSC(C)(C)C3 | . | 111 | -2 | -39 | -2 | -11 | 10 | -1 | -51
CCOc1cc(NC(=O)C2CCCO2)c(OCC)cc1NC(=O)C1CC1 (stereo unspecified) | -2 | 105 | 11 | -1 | -5 | -2 | -1.0 | 7 | -3
CSc1ccc(/C=C/C(=O)OCC(=O)N2CCN(S(=O)(=O)c3ccc(C)cc3C)CC2)cc1 | 1 | . | -10 | -6 | 0 | . | 0.3 | 7 | .
COC(=O)CN1CCN(C(c2ccccc2)c2ccccc2)CC1 | 5 | 100 | -1 | 6 | -3 | -21 | 0.5 | -7 | 20
CC(=O)Nc1ccc(S(=O)(=O)NCc2ccncc2)cc1 | 5 | 98 | 5 | -2 | -1 | -18 | -0.4 | -1 | 6
Cc1ccc(NC2=NCC(=O)N2Cc2ccccc2)c(C)c1 | 0 | 101 | 9 | 18 | -2 | 14 | 2.5 | 24 | -8
COc1ccc(S(=O)(=O)N(CCC(=O)O)Cc2ccccc2)cc1 | -4 | 117 | -1 | 6 | -6 | -21 | -0.8 | -2 | 32
Cc1nc2ccc(NC(=O)N3CCOCC3)cc2nc1C | -3 | 100 | 5 | 25 | -2 | -19 | -0.8 | -3 | 41
CCn1c(CNS(=O)(=O)c2ccc(Br)cc2)n[nH]c1=S | 0 | 97 | -8 | 9 | -2 | 16 | -1.1 | 3 | -56
O=C(c1ccc2nc(Cc3cccc(Cl)c3)oc2c1)N1CCC(CO)CC1 | 2 | 100 | -4 | -5 | -7 | -3 | 2.8 | 10 | 20
CC(C)(C)NC(=O)NC(=O)CN1c2cccc3cccc(c23)S1(=O)=O | 4 | 105 | -2 | -8 | -7 | 1 | -1.6 | 1 | 9
CCn1c(=O)c2[nH]c(Cl)nc2n(CC)c1=O | . | . | . | 15 | -4 | . | -3.1 | 8 | .
CCOC(=O)N1CCN(C(=O)C(c2ccccc2)c2ccccc2)CC1 | 3 | 107 | 2 | 9 | -3 | -17 | -1.5 | 20 | -11
COCCCNC(=S)N1CCN(c2ccccc2)CC1 | 0 | 97 | 10 | -1 | -2 | -5 | 2.0 | 3 | 8
COc1cc(OC)cc(C(=O)N[C@H](C(=O)Nc2cc(C)cc(C)c2)C(C)C)c1 | 3 | 104 | 4 | 21 | -4 | 0 | -3.1 | -3 | -1
